# West Nile virus CPE: West Nile virus antiviral activity, cell-based, CPE readout (AID 1621); West Nile virus-infected cells, CPE inhibition; higher % means a stronger effect; one-dose CPE inhibition, % at 10 µM; IC50 in µM for titrated hits; hit rate 0.02% among 290,000; in the data active = a potency from the dose series; inconclusive = CPE inhibition mostly from about 3.7% at the one dose, without a potency; inactive = the rest, 99 in 100 with CPE inhibition below about 2.2%; also: strong numbers were not always called active
# Dengue-2 NS5 capping: Dengue-2 NS5 methyltransferase inhibitors, primary screen, biochemical, confirmation dose response (AID 588689); inhibition, % at 25 µM, or IC50 in µM where a hit was titrated; Dengue-2 NS5 methyltransferase capping enzyme assay, biochemical; higher % means a stronger effect; hit rate 0.3% among 340,000; in the data active = a potency from the dose series; inconclusive = inhibition above about 29% without an active follow-up result
# Siah-1 displacement: blockers of Siah-1 interaction with plectin peptide – biochemical, fluorescence polarization, rhodamine-plectin, uHTS, primary screen (AID 1817); Siah-1 / rhodamine-plectin peptide fluorescence polarization; higher % means a stronger effect; displacement, % at 20 µM; hits with a dose series show IC50 in µM; hit rate 0.02% among 290,000;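 active = displacement of at least 50% at 20 µM, with a fluorescence ratio check between 0.3 and a set limit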;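 also: plate controls were Siah plus tracer with DMSO for no effect and tracer alone without Siah for full effect; strong numbers were not always called active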
# AID2073: inhibitors of Mint1-CaV2.2 protein interaction, biochemical, HTRF (AID 2073); HTRF protein-protein interaction, Mint1-CaV2.2; higher % means a stronger effect; hit rate 0.19% among 290,000; inhibition, % at 20 µM, or IC50 in µM where a hit was titrated; in the data active = inhibition mostly above about 51%, no sharp cut-off; inconclusive = no clear call, values can overlap the other calls; inactive = mostly below about 53%; also: some results filed as inactive read as strong as hits
# Large T inhibition: TAg ATPase/helicase activity blockers – biochemical (AID 1903); SV40 large T antigen ATPase/helicase inhibition assay; higher % means a stronger effect; inhibition, % at 20 µM, or IC50 in µM where a hit was titrated; hit rate 0.39% among 310,000; in the data active = a potency from the dose series; inconclusive = inhibition mostly from about 32% at the one dose, without a potency; inactive = the rest, 99 in 100 with inhibition below about 32%; also: strong numbers were not always called active
# K1F lysis inhibition: protection from phage-mediated lysis, alamar blue read-out – E. coli UTI89, K1F phage, bacterial capsule biogenesis inhibitors (AID 488966). E. coli UTI89 K1F phage lysis, alamar blue, 2 h; higher % means a stronger effect. hit rate 0.02% among 340,000. inhibition, % at 100 µM; hits with a dose series show IC50 in µM;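 active = phage lysis inhibition, versus mean bacterial control, above a set limit; inconclusive = no clear call, values can overlap the other calls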;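 also: capsule biogenesis inhibitors block K1F phage lysis so surviving cells raise fluorescence; higher fluorescence means more inhibition of phage lysis; actives were called in the ten point dose series up to 300 µM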
# RSV CPE inhibition: RSV antiviral activity via CPE protection, HEp-2 cells, primary 10 µM value included (AID 2391) | HEp-2 cells, RSV-induced CPE inhibition; higher % means a stronger effect | one-dose CPE inhibition, % at 10 µM; IC50 in µM for titrated hits | hit rate 0.13% among 310,000; in the data active = a potency from the dose series; inconclusive = CPE inhibition mostly from about 23% at the one dose, without a potency; inactive = the rest, 99 in 100 with CPE inhibition below about 21%; also: strong numbers were not always called active
# NTR1 agonist: NTR1-driven beta-arrestin-GFP spot formation – imaging, U2OS cells, high content, primary screen (AID 493036) | P30989 | activation, % at 20 µM | agonist mode | hit rate 0.17% among 330,000;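 active = activation at or above 40% of the spot to cytoplasm intensity ratio, with at least 20 cells analyzed; inconclusive = wells under 20 cells, flagged as cytotoxic or low count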;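 also: 0% = DMSO without peptide and 100% = 100 nM NTR1 peptide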
# Target sequence (P30989 whole entry, looked up): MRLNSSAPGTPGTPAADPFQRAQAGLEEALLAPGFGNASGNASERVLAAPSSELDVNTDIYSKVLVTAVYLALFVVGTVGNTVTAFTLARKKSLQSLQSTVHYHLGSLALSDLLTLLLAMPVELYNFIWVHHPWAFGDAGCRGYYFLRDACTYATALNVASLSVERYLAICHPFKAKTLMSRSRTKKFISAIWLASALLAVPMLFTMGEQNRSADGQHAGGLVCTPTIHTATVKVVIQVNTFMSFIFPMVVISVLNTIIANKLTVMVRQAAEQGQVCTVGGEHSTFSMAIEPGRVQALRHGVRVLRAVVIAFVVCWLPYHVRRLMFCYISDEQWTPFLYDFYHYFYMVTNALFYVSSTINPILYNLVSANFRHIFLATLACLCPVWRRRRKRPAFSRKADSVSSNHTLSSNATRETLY
# Rac1 GTP hydrolysis: MgcRacGAP GTPase-activating activity inhibitors, confirmation, biochemical, ADP Hunter fluorescence; MgcRacGAP-stimulated Rac1 GTP hydrolysis, ADP Hunter fluorescence; higher % means a stronger effect; GST-tagged Rac1 F28L mutant substrate; inhibition, % at 30 µM, or IC50 in µM where a hit was titrated; hit rate 0.6% among 340,000; AID 624330;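 active = first-screen hits whose inhibition reached a set limit at any dose in the follow-up dose series; inconclusive = inhibition above the set first-screen limit but never retested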;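 also: fluorescence reports GDP produced by GAP-driven GTP hydrolysis; strong numbers were not always called active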
# NTR1 agonist cell count 20 µM: also measured in NTR1 agonist; calls as there; cell count; measured here: cell count, cytotoxicity flag
# Dengue-2 NS5 capping pilot replicate: also measured in Dengue-2 NS5 capping; calls as there; inhibition, %; measured here: pilot screen replicate inhibition
# Active calls of the source: *; ? = inconclusive; nt = not tested or not shown; [ ] = remark or other dose.
SMILES,West Nile virus CPE,Dengue-2 NS5 capping,Siah-1 displacement,AID2073,Large T inhibition,K1F lysis inhibition,RSV CPE inhibition,NTR1 agonist,NTR1 agonist cell count 20 µM,Rac1 GTP hydrolysis,others
Cc1ccc(-c2noc(CSc3nnc(Cc4ccccc4)n3-c3ccc(Cl)cc3)n2)cc1,-1.4%,-1%,2%,4%,18%,2.4%,-1.2%,17,89,11%,
Cc1c(C(=O)/C=C/c2cccs2)oc2ccc(F)cc12,0.7%,2%,1%,-6%,13%,4.2%,5.8%,5.3,61,7%,
CC(C)Cc1cc(C(=O)Nc2cc(Cl)ccc2Cl)no1,nt,0%,4%,9%,3%,-1.6%,1.1%,7.1,41,-8%,
COc1ccc(NC(=O)COC(=O)C2CC2)c(OC)c1,nt,4%,nt,nt,nt,0.4%[50 µM],0.4%,-0.9,64,-2%,
Cc1nnc(SCC(=O)N2CCN(C(=O)c3ccco3)CC2)n1-c1ccccc1,0.5%,-6%,1%,-3%,7%,0.2%,0.4%,0.3,46,9%,
O=C(Cc1ccc(F)cc1)Nc1cccc2cccnc12,-0.5%,1%,4%,4%,11%,0.3%,3.4%,-1.3,52,6%,
O=C(CN1C(=O)NC(Cc2ccccc2)C1=O)Nc1ccc(F)c(Cl)c1 (stereo not drawn),nt,1%,nt,nt,nt,1.1%[50 µM],2.3%,3.6,56,1%,
O=c1c2cc(Cl)ccc2oc2nc3n(c(=O)c12)CCCS3,0.0%,-2%,0%,-28%,12%,1.3%,1.0%,5.8,50,4%,
C/C=C/C(=O)N[C@@H]1c2ccccc2CC[C@@H]1OCc1ccccc1,nt,-6%,nt,nt,nt,0.3%,nt,1.5,49,9%,Dengue-2 NS5 capping pilot replicate=-0.9
CCC(Oc1ccccc1OC)C(=O)Nc1ccc2c(c1)n(C)c(=O)n2C (stereo not drawn),0.3%,nt,3%,-2%,8%,0.9%,1.5%,-1.0,57,5%,
CCn1c(O)c(N=NC(=O)CNc2cccc(C)c2)c2ccccc21,-0.5%,3%,3%,-2%,-4%,0.0%,0.5%,-2.1,89,9%,
CCOCCCn1c(=S)[nH]c2cc(C(=O)NCCN(CC)CC)ccc2c1=O,0.0%,5%,3%,-37%,1%,1.1%,-2.8%,0.7,83,6%,
COc1ccc(N2CCN(C(=O)CCS(=O)(=O)c3ccc(OC)cc3)CC2)cc1,-0.6%,-7%,1%,-6%,31%,-0.2%,1.2%,-1.3,94,13%,
COc1cc(C)c(Cl)cc1S(=O)(=O)NCc1ccncc1,-0.6%,nt,-9%,35%,5%,nt,nt,nt,nt,nt,
O=C(c1ccccc1)N1CCN(CC(O)COC2CCCCC2)CC1 (stereo not drawn),-0.8%,-9%,4%,4%,-3%,2.5%[50 µM],1.1%,0.5,43,10%,
CC1CCN(c2ncnc3c2cnn3-c2ccccc2)CC1,0.0%,-1%,7%,1%,10%,0.3%,3.3%,0.3,58,2%,
Cc1ccc(C(=O)COC(=O)c2cccc(O)c2)s1,nt,-1%,nt,nt,nt,1.6%[50 µM],nt,-0.2,47,4%,
COc1cc(C(=O)Nc2nc3ccccc3[nH]2)ccc1OC(F)F,0.9%,-4%,5%,10%,-2%,0.7%,7.2%,-0.2,74,5%,
O=C(Nc1n[nH]c(=S)s1)c1ccc2ccccc2c1,0.1%,3%,-6%,3%,28%,-0.6%[50 µM],?,0.7,66,23%,
COc1ccc(OC)c(NC(=O)C2CCCN(S(=O)(=O)c3cccc4cccnc34)C2)c1 (stereo not drawn),0.1%,-4%,-2%,1%,18%,-3.9%,-0.3%,0.0,54,7%,
CS(=O)(=O)c1ccc(C(=O)NC2CCCCC2)cc1,-0.3%,-7%,4%,4%,10%,2.6%[50 µM],1.1%,0.1,45,11%,
N#C/C(C(=O)NCc1ccco1)=C1/SC(Cc2ccc(Cl)cc2)C(=O)N1c1ccccc1 (stereo not drawn),0.2%,-6%,4%,9%,8%,0.3%,0.2%,0.3,47,10%,
N#C/C(=C\c1cn(-c2ccccc2)nc1-c1cccnc1)c1nnc2n1CCCCC2,1.9%,3%,-4%,-6%,7%,6.2%,1.3%,0.4,73,2%,
O=C(Nc1ccncc1)c1ccc(Cl)c(S(=O)(=O)N2CCCCC2)c1,nt,2%,nt,nt,12%,0.0%[50 µM],2.0%,0.8,60,8%,
CCN1CCN(C(=O)C2COc3ccccc3O2)CC1 (stereo not drawn),0.0%,-6%,11%,2%,8%,0.2%,1.1%,0.1,76,1%,

# Next section:
SMILES,West Nile virus CPE,Dengue-2 NS5 capping,Siah-1 displacement,AID2073,Large T inhibition,K1F lysis inhibition,RSV CPE inhibition,NTR1 agonist,NTR1 agonist cell count 20 µM,Rac1 GTP hydrolysis,others
Cn1ccs/c1=N\C(=O)Nc1cccc(C(F)(F)F)c1,0.1%,-1%,1%,10%,15%,0.0%,5.9%,-0.6,80,11%,
Fc1ccc(CNc2ccc(CNc3ncn[nH]3)cc2)cc1,-0.3%,-5%,2%,-6%,20%,-0.1%,nt,nt,nt,4%,
CCNc1oc(-c2ccc(OC)cc2)nc1S(=O)(=O)c1ccc(Br)cc1,0.5%,-3%,0%,15%,5%,5.8%,-0.6%,4.5,64,-2%,
O=C(NC(Cc1ccccc1)C(=O)O)/C(=C\c1ccc(Cl)cc1)NC(=O)c1ccccc1 (stereo not drawn),0.1%,2%,3%,-3%,-3%,0.0%,2.3%,0.5,44,3%,
COc1ccccc1NC(=O)C(C)OC(=O)CCCc1c[nH]c2ccccc12 (stereo not drawn),nt,-2%,nt,nt,13%,1.7%[50 µM],-0.5%,3.0,70,7%,
COc1ccc2ccccc2c1CNCCN1CCOCC1,-0.7%,4%,0%,1%,-4%,-0.4%,-0.1%,-0.4,40,12%,
COC(=O)c1ccc(COC(=O)CNC(=O)c2ccc(OC)cc2)cc1,nt,-7%,nt,nt,nt,1.7%[50 µM],nt,-1.6,73,4%,
CN(C(=O)c1ccc(NC(=O)Cc2ccc(NC(=O)C3CCN(C(=O)C4CCC4)CC3)cc2)cc1)C1CC1,nt,3%,nt,nt,nt,6.0%,1.2%,4.3,70,7%,
CC(=O)c1c(C)[nH]c(C(=O)NC(C)c2ccccc2)c1C (stereo not drawn),-0.3%,-10%,19%,8%,17%,-0.3%,6.2%,0.5,40,4%,
Cc1nnc(CN(C)C(=O)c2cc(COc3ccc(C)c(C)c3)on2)o1,-1.0%,-2%,7%,4%,10%,-0.1%,5.2%,-0.1,45,-7%,
Cc1noc(C)c1COc1ccccc1C(=O)NNC(=O)C(C)Oc1ccccc1F (stereo not drawn),nt,1%,nt,nt,9%,1.2%[50 µM],1.0%,-0.2,66,6%,
CCOC(=O)c1ccccc1NC(=O)N1CCn2c(C)ccc2C1CC (stereo not drawn),0.6%,17%,7%,1%,2%,0.6%,3.0%,1.1,45,13%,
CCCNC(=O)C(Sc1ccccc1)c1ccccc1 (stereo not drawn),-0.6%,-5%,4%,14%,2%,1.7%,2.5%,0.9,47,9%,
O=C(NCCc1c[nH]c2ccccc12)C1CCN(S(=O)(=O)c2ccc(F)cc2)CC1,0.3%,-3%,0%,7%,-3%,-0.1%,2.1%,-0.5,47,3%,
COc1ccc(OC)c(N(CC(=O)N2CCCC2)S(C)(=O)=O)c1,-0.1%,2%,-3%,10%,0%,-0.1%,2.4%,0.8,66,11%,
Cc1cccc(C)c1NC(=O)CSc1nnc(-c2ccoc2C)n1CCc1ccccc1,nt,3%,3%,-10%,-8%,1.1%,0.9%,-0.6,59,2%,
Nc1nc(SCC(=O)N2CCN(c3ccccc3)CC2)n[nH]1,0.0%,-5%,7%,-6%,3%,0.7%[50 µM],2.3%,-1.3,59,8%,
CCCC(CCC)C(=O)NNc1cc(=O)c2c(=O)n(C)c(=O)n(C)c2[nH]1,nt,-9%,5%,19%,13%,0.4%,3.0%,-0.4,37,3%,
CCOC(=O)C1=C(C)NC2=C(C(=O)c3ccccc32)C1c1cccnc1 (stereo not drawn),0.4%,0%,-2%,-1%,25%,-0.4%,1.7%,-0.1,43,7%,
Cc1nc(SCC(=O)O)c(C#N)c2c1CCCC2,0.6%,-2%,2%,11%,?,0.1%,2.8%,0.0,57,13%,
O=C(COc1cccnc1[N+](=O)[O-])N1N=C(c2ccc(Cl)cc2)CC1c1ccco1 (stereo not drawn),-0.6%,-3%,-1%,5%,9%,-0.6%,2.0%,1.8,43,5%,
CN(Cc1cccs1)C(=O)CSc1nnnn1C,0.0%,-4%,2%,-5%,14%,0.0%,0.9%,-0.5,54,11%,
Cc1c(C(=O)N2c3ccccc3CC2C)oc2ccccc12 (stereo not drawn),0.0%,-3%,2%,1%,8%,0.3%[50 µM],3.7%,1.8,80,6%,
Cc1nc(CSc2ccc(Br)cc2)cs1,-0.1%,-5%,1%,2%,2%,0.0%,1.3%,-0.5,78,9%,
O=C(O)c1cc(S(=O)(=O)NC2CCCc3ccccc32)ccc1O (stereo not drawn),-0.3%,8%,1%,0%,6%,-0.5%,3.3%,-1.0,38,-2%,

# Next results
SMILES,West Nile virus CPE,Dengue-2 NS5 capping,Siah-1 displacement,AID2073,Large T inhibition,K1F lysis inhibition,RSV CPE inhibition,NTR1 agonist,NTR1 agonist cell count 20 µM,Rac1 GTP hydrolysis,others
Cc1ccc(O)c(Nc2ncnc3ccccc23)c1,-0.5%,-1%,5%,3%,2%,0.1%,-0.2%,-0.7,61,9%,
CCc1ccccc1NC(=O)CN1CCN(C(=O)c2ccc(OCc3cn4ccccc4n3)cc2)CC1,nt,-7%,nt,nt,nt,1.3%[50 µM],nt,-0.4,66,8%,
O=C(C1CCN(S(=O)(=O)c2cccs2)CC1)N1CCN(Cc2ccccc2)CC1,-0.9%,3%,-1%,8%,0%,-0.2%,-0.6%,2.8,48,3%,
CC(C)(C)OC(=O)NC1CC2CCCC(C1)N2Cc1ccccc1 (stereo not drawn),0.1%,-8%,5%,13%,nt,0.1%,nt,1.1,66,8%,
CCOc1ccc(CCNC(=O)c2ccc(CS(=O)Cc3ccc(Cl)cc3)o2)cc1 (stereo not drawn),0.4%,-10%,-3%,4%,-1%,0.2%,8.2%,-1.1,66,-8%,
O=S(=O)(c1ccc(-c2n[nH]c(=S)o2)cc1)N1CCCCC1,0.1%,-8%,-2%,-5%,7%,0.2%,1.4%,3.8,52,7%,
O=[N+]([O-])c1ccc2c(c1)C=C1CCCCC1(N1CCCCC1)O2 (stereo not drawn),-1.1%,-12%,10%,-3%,2%,-1.2%,5.5%,1.8,29,6%,
